Pol III holo inh = DNA polymerase III holoenzyme inhibition; Potency, µM (series often up to 57.1 µM), inactives show at the top dose activity change, negative = inhibition; reconstituted DNA polymerase III holoenzyme replication, biochemical; 71,000 compounds, 0.25% hits; further: potency means the concentration at half of the fitted maximal effect; on the % scale 0 is the no-effect control and ±100 the full control effect
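Reconstituted *E. coli* holoenzyme (0.35 nM Pol III, 1 nM beta, 154 nM SSB, 2 nM primase) was preincubated with compound for 15 min at RT. Synthesis on 1.4 nM ssM13Gori ran 35 min, then was stopped with PicoGreen/EDTA and read as dsDNA fluorescence.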
Texas Red fluor = compounds fluorescent in Texas Red spectral region; Compound fluorescence, Texas Red channel, 547/618 nm; stronger effect = higher value; max dye-equivalent concentration, M; 59,000 compounds, 0.06% hits; AID 587; in the data active means max dye-equivalent concentration above about 10 nM; inconclusive means between about 1.1 nM and that limit
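Texas Red-region profiling: compounds in 100 mM Tris pH 8.0 were read at 547/618 nm after 15 min at room temperature. Intensities were normalized against a six-point Texas Red standard series to give dye-equivalent concentration.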
CRE Fsk mod = alters forskolin-stimulated CRE reporter signaling in CHO cells; CHO CRE-bla reporter (cAMP response element driving beta-lactamase), forskolin EC10, beta-lactamase ratio; Potency, µM (highest dose often 38.2 µM), inactives show top-dose activity change, negative = inhibition, actives largely listed as activators; 71,000 compounds, 2.5% hits; AID 662; active means well fitted activation curve with a large enough effect in the signal ratio, with a control signal flat, not every such curve was filed as active; inconclusive means small, poorly fitted or top-dose-only effect, or effect the other way, or a change in a side signal; the % refers to the signal ratio; further: potency means the concentration at half of the fitted maximal effect; % of control where 0% means no effect
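Cells were plated overnight at 37 °C, exposed to compound titrations plus EC10 NKH 477 for 3 h, then given CCF4 dye for 2 h at room temperature. Blue/green (460/530 nm) ratio was converted to %Activity and AC50 values calculated.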
HBB splice mod = hemoglobin beta splicing modulation; HBB splicing reporter cell assay, activation; EGFP reporter with mutant IVS2-654 intron; response scale: normalised to 500 nM splice-correcting PNA; Potency, µM (titrated, usually from 46.1 µM), for the others: at the top dose activation, hits mostly activators; 65,000 compounds, 0.06% hits; AID 925; further: potency means the concentration at half of the fitted maximal effect; 0% is about no effect
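Compounds were applied for 2 days to HeLa EGFP-654 cells, 500/well in Optimem with 2% FCS. The reporter's EGFP is disrupted by mis-splicing of beta-globin intron IVS2-654. Readout: summed well GFP fluorescence from 488 nm laser scanning; reference was 500 nM antisense […] 654 PNA.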
Tau fil binding = binders of human tau filaments; recombinant tau filaments, thioflavin S fluorescence, 15 h; filaments grown with octadecylsulfate alongside compound; Potency, µM (doses to about 57.1 µM), for inactives: at the top dose activity change, negative = inhibition; P10636; 71,000 compounds, 2% hits;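 further: potency means the concentration at half of the fitted maximal effect; on the % scale 0 is the no-effect control and ±100 the full control effect; actives lower thioflavin S fluorescence by blocking filaments or displacing dye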
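Read-out: ThS fluorescence, 450 nm excitation/510 nm emission; lower signal marks blocked filament formation or displaced dye. Tau at 1 uM with 30 uM ODS, 10 uM ThS, 5 mM DTT, 100 mM NaCl, 10 mM HEPES pH 7.4; 15 h, 37 C.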
FLuc inh = firefly luciferase inhibition. P08659. purified firefly luciferase, luminescence, 8 min. Potency, µM (series often up to 57.1 µM), without a hit: at the highest dose activity change, negative = inhibition, actives largely listed as inhibitors. 72,000 compounds, 2.2% hits; further: potency means the concentration at half of the fitted maximal effect; on the % scale 0 is the no-effect control and ±100 the full control effect; nearly all actives have a fitted effect of over 40% in size
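Luminescence read-out after 8 min at room temperature; enzyme reaction used luciferin plus 10 uM ATP (linear range) in imidazole buffer pH 7.2 with KCl, MgCl2, Tween 20 and BSA. Each sample was run as a titration.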
15-hLO inh = inhibitors of human 15-lipoxygenase (ALOX15). purified 15hLO-1, xylenol orange hydroperoxide absorbance. 74,000 compounds, 1.4% hits. Potency, µM (series often up to 57.1 µM), inactives show at the top dose activity change, negative = inhibition, usual class: inhibitors. P16050; further: potency means the concentration at half of the fitted maximal effect; on the % scale 0 is the no-effect control and ±100 the full control effect; nearly all actives have a fitted effect of over 55% in size
Target sequence (P16050 whole entry, looked up): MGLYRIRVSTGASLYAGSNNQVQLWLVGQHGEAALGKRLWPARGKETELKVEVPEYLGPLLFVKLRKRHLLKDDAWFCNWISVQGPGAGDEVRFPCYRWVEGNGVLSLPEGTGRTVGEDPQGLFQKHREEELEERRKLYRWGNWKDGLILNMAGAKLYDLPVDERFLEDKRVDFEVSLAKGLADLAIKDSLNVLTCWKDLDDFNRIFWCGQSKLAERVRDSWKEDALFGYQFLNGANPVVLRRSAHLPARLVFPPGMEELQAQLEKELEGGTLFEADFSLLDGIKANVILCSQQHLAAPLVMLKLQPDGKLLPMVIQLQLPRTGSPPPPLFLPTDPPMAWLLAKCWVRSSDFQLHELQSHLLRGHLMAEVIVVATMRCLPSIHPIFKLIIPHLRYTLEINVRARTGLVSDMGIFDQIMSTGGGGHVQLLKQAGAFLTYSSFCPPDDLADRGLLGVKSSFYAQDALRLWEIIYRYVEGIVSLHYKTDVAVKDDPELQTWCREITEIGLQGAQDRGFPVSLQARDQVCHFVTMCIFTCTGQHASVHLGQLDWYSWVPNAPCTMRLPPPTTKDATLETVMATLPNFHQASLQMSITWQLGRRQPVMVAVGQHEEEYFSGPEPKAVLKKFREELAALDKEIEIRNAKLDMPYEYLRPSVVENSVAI
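Hydroperoxide formed from arachidonic acid (50 uM) by purified human 15hLO-1 (40 nM) oxidizes ferrous iron, and the ferric-xylenol orange complex is read at 573 versus 405 nm. Compounds were preincubated 15 min; reaction ran 6 min at room temperature.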
Rhodamine fluor = rhodamine region autofluorescence; 59,000 compounds, 0.05% hits; max dye-equivalent concentration, M; AID 594; Rhodamine-region fluorescence, 547/598 nm, Tris buffer; stronger effect = higher value; in the data active means max dye-equivalent concentration above about 11 nM; inconclusive means between about 1.1 nM and that limit
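Intrinsic compound fluorescence, ex 547 / em 598 nm, CCD imager. Tris 100 mM pH 8.0; 15 min RT. Output = rhodamine dye-equivalent concentration at each compound concentration.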
Hsp90 Hop PPI = changes Hsp90-Hop TPR2A binding signal, up or down. AID 595. Potency, µM (highest dose often 57 µM), without a hit: at the top dose activity change, negative = inhibition. 71,000 compounds, 0.44% hits. AlphaScreen TPR2A-His6 binding biotin-Hsp90 C-terminal peptide; active means well fitted curve in either direction with a large enough effect; inconclusive means small, poorly fitted or top-dose-only effect, or another doubt; further: potency means the concentration at half of the fitted maximal effect; on the % scale 0 is the no-effect control and ±100 the full control effect; many of its hits are not listed in these tables
HADH2 inh = HADH2 (human) dehydrogenase inhibition. Q99714. recombinant HADH2, NADH fluorescence, beta-hydroxybutyryl-CoA. Potency, µM (top dose mostly 57.1 µM), without a hit: top-dose activity change, negative = inhibition, actives largely listed as inhibitors. 73,000 compounds, 3.4% hits. AID 886; further: potency means the concentration at half of the fitted maximal effect; on the % scale 0 is the no-effect control and ±100 the full control effect; nearly all actives have a fitted effect of over 60% in size; many of its hits are not listed in these tables
Target sequence (Q99714 whole entry, looked up, one chain of several): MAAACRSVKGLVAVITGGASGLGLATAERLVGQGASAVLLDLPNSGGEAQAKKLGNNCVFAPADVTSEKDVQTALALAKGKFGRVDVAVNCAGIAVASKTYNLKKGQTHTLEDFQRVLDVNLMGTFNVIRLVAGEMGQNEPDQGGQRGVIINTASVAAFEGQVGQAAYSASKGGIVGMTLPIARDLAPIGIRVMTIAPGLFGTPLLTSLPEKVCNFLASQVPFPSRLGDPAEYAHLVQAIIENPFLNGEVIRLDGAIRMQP
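His-tagged recombinant enzyme from E. coli, 20 nM, preincubated 15 min RT with compound; reaction started with 1 mM NAD+ and 90 uM beta-hydroxybutyryl-CoA in 100 mM Tris-HCl pH 9.0. NADH fluorescence (ex 360/em 450) read over 4 min; last-minus-first difference.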
ERK AVP inh = blocks ERK signaling stimulated by vasopressin. HEK293-V1b, vasopressin-stimulated pERK AlphaScreen. Potency, µM (doses to about 57.5 µM), inactives show at the top dose activity, negative = inhibition, most hits filed as inhibitors. 72,000 compounds, 0.99% hits. AID 995; further: potency means the concentration at half of the fitted maximal effect; on the % scale 0 is the no-effect control and ±100 the full control effect; nearly all actives have a fitted effect of over 55% in size
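qHTS, compounds titrated on V1b-expressing HEK293 cells. Preincubation 30 min at 37C, vasopressin 25 nM for 5 min, lysis 10 min, bead incubation 5 hr at room temperature.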
* = called active by the depositor; i = inactive; u = inconclusive; x = not tested or not shown; [ ] = another dose, or the depositor's remark. Unless noted, the call rests on the fitted dose curve; in most records, active means well fitted curve in the direction sought with a large enough effect; inconclusive means small, poorly fitted or top-dose-only effect, or another doubt; inactive means no such curve, though single readings can be large; an effect the other way counts as inactive or inconclusive.

SMILES	Pol III holo inh	Texas Red fluor	CRE Fsk mod	HBB splice mod	Tau fil binding	FLuc inh	15-hLO inh	Rhodamine fluor	Hsp90 Hop PPI	HADH2 inh	ERK AVP inh
CCC1CCCCN1S(=O)(=O)c1ccc(C(=O)Nc2nnc(-c3cccs3)o2)cc1 (stereo not given)	-4%	u	u	-0.7%	2%	0%	105%[activator]	i	-13%	-21%	24%
COc1ccc(-c2cc(C(=O)Nc3cc(C)n(Cc4ccc(Cl)cc4)n3)no2)cc1OC	2%	i	-7%	-0.6%	287%	-2%	-10%	i	-3%	135%[activator]	u
COc1ccc(C(=O)N2CCC(C(=O)Nc3ccccc3OC)CC2)cc1	1%	i	-3%	-0.9%	1%	0%	10%	i	1%	-1%	10%
O=C1c2cccc3cccc(c23)C(=O)N1c1nncs1	-5%	i	27%	7.5%[0.369 µM]	-6%	2%	6%	i	-1%	u	-18%
CCC(CC)n1[nH]c(=O)c2c(C)cc(C)nc21	-3%	i	u	0.7%	-2%	2%	11%	i	1%	-2%	-15%
CCOC(=O)c1[nH]c(C)c(C(=O)NCC2CCCO2)c1C (stereo not given)	2%	i	6%	3.1%	-9%	-1%	17%	i	-3%	1%	12%
Cc1c(N=c2c(=O)c3ccccc3c2=O)c(=O)n(-c2ccccc2)n1C	-10%	x	u	0.3%	16µM*	-28%	-14%	x	-7%	-8%	20µM*
Cn1c2c(c(=O)n(C)c1=O)C(c1ccc(Br)cc1)Nc1ccccc1O2 (stereo not given)	4%	i	u	0.4%[57.5 µM]	-10%	1%	-5%	i	-5%	u	3%
Cn1c(=O)n(C)c2cc(C(=O)O)ccc21	-3%	i	u	-2.5%	10%	0%	15%	i	-4%	-1%	-20%
S=c1nc(-c2nc(=S)[nH]c3c2CCCCCCCCCC3)c2c([nH]1)CCCCCCCCCC2	-10%[11.4 µM]	i	3%[7.6 µM]	1.9%[9.22 µM]	13%[11.4 µM]	2%[11.4 µM]	10%[11.4 µM]	i	-4%[11 µM]	2%[11.4 µM]	10%[11.5 µM]
COc1ccccc1-c1coc2c(CN3CCN(CCO)CC3)c(O)ccc2c1=O	-2%	i	19%	0.9%[1.84 µM]	3%	3%	7%	i	0%	25µM*	-9%
Cc1coc(C)c1C(=O)CC1(O)C(=O)Nc2cc(Cl)cc(Cl)c21 (stereo not given)	-5%	i	u	-1.4%	-14%	3%	-22%	i	-6%	0%	-12%
O=C(CSc1nnc2scc(-c3ccccc3)n12)Nc1nsc(-c2ccc(Cl)cc2)n1	-4%	i	u	-2.6%	32%	-2%	-17%	i	-5%	3%	u
COc1cccc(N(C(=O)CNC(=O)c2ccco2)C(C(=O)NC2CCCCC2)c2ccncc2)c1 (stereo not given)	-3%	i	1%	x	5%	-1%	12%	i	-2%	6%	2%
COc1cc(NC(=O)c2cc(OC)c(OC)c(OC)c2)c(OC)cc1NC(=O)CN1CCCCC1	2%	u	u	x	-22%	u	-2%	i	-11%	-4%	-17%
O=C(NCCc1ccccc1)C1CCN(C(=O)c2sccc2-n2cccc2)CC1	-5%	x	-9%	0.2%	-6%	0%	8%	x	-6%	8%	-10%
COc1ccc(OC)c(S(=O)(=O)N(C)CC(=O)Nc2ccc3c(c2)OCCO3)c1	0%	u	-7%	-1.1%	-3%	-1%	2%	i	-6%	-1%	-26%
O=C(Nc1ccccc1F)NC1CCN(Cc2nnnn2Cc2ccc(F)cc2)CC1	4%	i	-7%	x	3%	1%	-3%	i	0%	5%	-2%
CCOc1ccc2c(ccc(/C=C\c3cc(C)c4cccnc4c3O)[n+]2C)c1	3.2µM*	i	4%[7.6 µM]	1.1%[9.22 µM]	0.63µM*	-11%[11.4 µM]	69%[activator][11.4 µM]	i	u	20%[11.4 µM]	-5%[11.5 µM]
COC(=O)c1cccc(NC(=O)c2cccc(OC)c2)c1	-1%	u	-8%	0.9%	-6%	u	-3%	i	-2%	-1%	-15%
COC(=O)[C@@]1(Cc2ccccc2)[C@H]2c3cc(C(=O)N4CCCC4)n(Cc4nc5ccccc5[nH]4)c3C[C@H]2CN1C(=O)c1ccccc1	-9%	x	-27%	1.9%	41%	x	x	x	-16%	-4%	-16%
Cc1nn(Cc2c(Cl)cccc2Cl)c(C)c1NC(=O)c1cc(C(C)C)on1	-12%	x	-18%	-0.9%	160%	-5%	1%	x	-2%	11%	-20%
Cc1noc(C)c1C(=O)N1CCN(CCc2ccccc2)CC1	3%	i	u	-1.5%	8%	0%	0%	i	0%	2%	7%
O=C1CC(c2ccccc2)CC(O)=C1C=NCCN1CCN(C(=O)Nc2ccccc2)CC1 (stereo not given)	-9%	u	-9%	1.6%[1.84 µM]	-13%	-4%	9%	i	1%	6%	-2%
CN(C)C(=O)Cn1cnc2c(cnn2-c2ccccc2Cl)c1=O	7%	i	2%	x	-2%	2%	-9%	i	-2%	-13%	-8%
Next part.
SMILES	Pol III holo inh	Texas Red fluor	CRE Fsk mod	HBB splice mod	Tau fil binding	FLuc inh	15-hLO inh	Rhodamine fluor	Hsp90 Hop PPI	HADH2 inh	ERK AVP inh
O=C(NC1CCCCC1)c1nc2c(nnn2Cc2ccccc2Cl)c(=O)[nH]1	-1%	i	-8%	0.1%[57.5 µM]	-12%	2%	7%	i	-4%	4%	-25%
O=C(CSc1nc2c(cnn2-c2ccc(F)cc2)c(=O)[nH]1)N1CCOCC1	-3%	i	u	-2.1%	-25%	0%	1%	i	-4%	8%	19%
Cn1nc(CC(=O)Nc2ccc(N3CCN(C(=O)OC(C)(C)C)CC3)cc2)c2ccccc2c1=O	-6%	i	u	-0.3%[57.5 µM]	-5%	-2%	-11%	i	-3%	2%	5%
Cc1ccc(OCC(=O)N2CCN(C(=O)Cc3ccccc3)CC2)cc1	-4%	x	-3%	2.3%	5%	-1%	10%	x	-1%	0%	5%
Cn1c(=O)c(-c2ccc(F)cc2)nc2cncnc21	-10%	i	u	0.7%	-2%	0%[11.4 µM]	4%	i	-4%	-4%	-15%
O=C1N=C(N2CCOCC2)SC1=C1CCCCC1	-3%	x	3%	-3.3%	2%	-6%	6%	x	0%	-4%	-8%
Cc1ccc(C2(C)NC(=O)N(Cc3c(C)noc3C)C2=O)cc1 (stereo not given)	-2%	u	4%	-2.0%	-9%	-38%	3%	i	-5%	u	2%
CCOC(=O)c1oc2ccc(Br)cc2c1NC(=O)CN1CCN(C)CC1	-3%	i	0.02µM*	0.6%	35%	3%	13%	i	-6%	10%	29%
O=C(CCn1c(=O)sc2ccccc21)NCc1ccc2c(c1)OCO2	-3%	i	-6%	0.6%	3%	2%	1%	i	3%	2%	14%
CCCCC(CC)C(=O)NCc1ccccc1OC (stereo not given)	-6%	i	0%	-1.0%	-4%	4%	13%	i	2%	5%	-1%
COc1c(Cl)ccc(Cl)c1C(=O)OCC(=O)O	-5%	x	-9%	0.7%[9.22 µM]	-7%	2%	-5%	x	0%	-8%	9%
CC(C)CC(OC(=O)c1cccs1)C(=O)NCC1CCCO1 (stereo not given)	-5%	i	-1%	-0.4%	-9%	2%	3%	i	-1%	4%	3%
CC1=CCC2C(=O)N(c3cccc(C(=O)N(C)C4CCCCC4)c3)C(=O)C2C1 (stereo not given)	10%[11.4 µM]	x	u	2.5%[0.0738 µM]	8%[11.4 µM]	1%	6%[11.4 µM]	x	-4%[11 µM]	8%[11.4 µM]	-9%
O=C(NCCCN1CCOCC1)c1ccc(CS(=O)(=O)Cc2ccc(Cl)cc2)o1	-9%	u	5%	0.1%[57.5 µM]	3%	3%	6%	i	-1%	8%	-8%
C/C(=C\c1cc(C(=O)O)c(C)o1)CO	2%	i	-6%	3.9%[57.5 µM]	1%	0%	4%	i	2%	0%	5%
C=CC[C@@H]1C=C[C@H](O/N=C\[C@@H](C)[C@H](OCc2ccccc2)C(C)C)[C@H](CO)O1	x	x	x	1.2%[9.22 µM]	x	3%[11.4 µM]	-1%[11.4 µM]	x	x	2%[11.4 µM]	17%[11.5 µM]
Cc1nc(C2CC(=O)OC23CCCCC3)cs1 (stereo not given)	0%	x	-2%	-1.0%	-2%	-2%	-1%	x	0%	1%	u
CCOC(=O)N1CCN(C(=O)COc2ccc(S(=O)(=O)NC(C)C)cc2)CC1	2%	x	-3%	0.1%	12%	2%	2%	x	0%	2%	-1%

Only part of the results is shown; the hit share may differ from the screen's.
